From PubChem BioAssay
KLK7 zymogen act: proKLK7 zymogen activators, primary screen, biochemical, fluorescence intensity. activation, % at 7 µM. Kallikrein-7 (Homo sapiens), P49862. AID 652039, 2013. purified proKLK7, EDANS-DABCYL substrate fluorescence; 100% is mature enzyme control, 0% vehicle. 370,000 compounds, 0.9% hits;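 active = activation above the mean of all tested compounds plus 3 SD, computed per campaign excluding outliers beyond control limits, cut at about 13% in these data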
DDE Tn6 FP inh: inhibitors of Tn6 peptide binding to fibrin DD(E), primary screen, biochemical, fluorescence polarization, human fibrin, Tn6 probe; Fibrin DD(E) TRITC-Tn6 fluorescence polarization displacement; 370,000 compounds, 0.21% hits; Fibrinogen beta chain (Homo sapiens), P02675; AID 720509, 2013; inhibition, % at 8.3 µM;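 active = inhibition above a per-campaign cutoff: mean of compounds within control limits plus 3 SD, cut at about 15% in these data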;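 note: 0% = median of all compound wells on the plate and 100% = blocking peptide control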
Target sequence (P02675 whole entry, looked up): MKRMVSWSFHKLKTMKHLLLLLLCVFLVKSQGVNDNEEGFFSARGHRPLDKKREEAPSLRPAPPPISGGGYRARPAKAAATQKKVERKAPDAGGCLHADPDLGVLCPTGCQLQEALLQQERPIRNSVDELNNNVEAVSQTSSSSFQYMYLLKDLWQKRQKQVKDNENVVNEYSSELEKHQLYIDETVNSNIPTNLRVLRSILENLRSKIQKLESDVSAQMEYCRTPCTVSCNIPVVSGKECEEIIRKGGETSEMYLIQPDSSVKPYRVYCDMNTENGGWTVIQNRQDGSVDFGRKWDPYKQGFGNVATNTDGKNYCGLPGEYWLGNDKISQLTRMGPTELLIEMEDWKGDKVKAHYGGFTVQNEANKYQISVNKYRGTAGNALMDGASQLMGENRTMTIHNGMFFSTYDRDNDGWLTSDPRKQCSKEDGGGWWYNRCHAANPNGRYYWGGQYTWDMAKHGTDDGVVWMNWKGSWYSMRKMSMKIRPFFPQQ
PLC-gamma1 inh: PLC-gamma1 enzyme inhibitors, primary screen, biochemical, fluorescence, purified enzyme; fluorogenic substrate; AID 720700, 2013; 370,000 compounds, 0.84% hits; 1-phosphatidylinositol 4,5-bisphosphate phosphodiesterase gamma-1 (Homo sapiens), P19174; inhibition, % at 12.2 µM; in the data active = inhibition above about 9.5%
Rev-erbA mod: modulators of Rev-erb alpha DNA binding, primary screen, biochemical, FITC-DNA, fluorescence polarization, uHTS; 370,000 compounds, 0.79% hits; activity, % at 10 µM; Rev-erbα–FITC-DNA binding, 90 min; Nuclear receptor subfamily 1 group D member 1 (Homo sapiens), P20393; AID 1259318, 2017;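 active = activity above about 14%, limit read from the data; passing the limit was not always enough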;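 note: 0% = DMSO wells with 35 nM protein and 100% = DMSO wells with 750 nM protein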
Target sequence (P20393 whole entry, looked up): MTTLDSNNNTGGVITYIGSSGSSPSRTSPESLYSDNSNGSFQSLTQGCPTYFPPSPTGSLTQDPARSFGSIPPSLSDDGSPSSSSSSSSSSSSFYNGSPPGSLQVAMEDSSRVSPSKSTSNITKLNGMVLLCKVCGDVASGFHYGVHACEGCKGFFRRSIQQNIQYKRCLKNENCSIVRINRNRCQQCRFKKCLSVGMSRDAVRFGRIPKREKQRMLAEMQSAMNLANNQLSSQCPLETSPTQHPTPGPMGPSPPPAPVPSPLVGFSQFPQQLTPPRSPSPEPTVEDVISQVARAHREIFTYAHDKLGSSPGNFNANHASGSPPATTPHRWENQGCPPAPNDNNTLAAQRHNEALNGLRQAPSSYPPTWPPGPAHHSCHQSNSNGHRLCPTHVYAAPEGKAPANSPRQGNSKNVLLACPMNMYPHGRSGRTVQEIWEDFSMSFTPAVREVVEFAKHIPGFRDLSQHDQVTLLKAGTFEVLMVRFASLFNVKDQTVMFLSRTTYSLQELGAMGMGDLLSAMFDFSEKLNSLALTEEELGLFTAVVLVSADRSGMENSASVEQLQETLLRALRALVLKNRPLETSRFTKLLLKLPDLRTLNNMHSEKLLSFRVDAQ
PLCb3 inh: human PLC-beta3 inhibitors, primary screen, biochemical, fluorescence | AID 720704, 2013 | inhibition, % at 12.2 µM | Purified PLC-beta3, fluorogenic substrate | 370,000 compounds, 0.18% hits | 1-phosphatidylinositol 4,5-bisphosphate phosphodiesterase beta-3 (Homo sapiens), Q01970; in the data active = inhibition above about 11%;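 note: 0% = median of compound wells on plate and 100% = full blocker control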
ASAP1 inh: inhibitors of human ASAP1 ArfGAP activity, primary screen, biochemical, fluorescence polarization; inhibition, % at 16.5 µM; 360,000 compounds, 0.19% hits; Arf-GAP with SH3 domain, ANK repeat and PH domain-containing protein 1 (Homo sapiens), …; AID 624377, 2012; ASAP1-stimulated ARF1 GTP hydrolysis, GDP FP detection; in the data active = inhibition above about 25%;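 note: 0% = vehicle with enzyme and substrate and 100% = no enzyme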
UHRF1 binding: UHRF1 methylated DNA binding inhibitors, primary screen, counter-screen for MBD2 inhibitor project, biochemical, TR-FRET, human UHRF1, single concentration. E3 ubiquitin-protein ligase UHRF1 (Homo sapiens), Q96T88. UHRF1 binding to methylated oligo. inhibition, % at 4.4 µM. 370,000 compounds, 0.75% hits. AID 687016, 2013; in the data active = inhibition above about 21%;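 note: UHRF1 SRA domain binding a hemimethylated CpG hairpin DNA probe; 0% = median of test compound wells and 100% = reference inhibitor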
ARFGAP1 inhibitor: inhibitors of rat ARFGAP1 GAP activity, primary screen, biochemical, fluorescence polarization, GDP tracer | inhibition, % at 16.5 µM | 360,000 compounds, 0.26% hits | AID 651572, 2012 | ADP-ribosylation factor GTPase-activating protein 1 (Rattus norvegicus), Q62848 | Arfgap1-stimulated ARF1 GTP hydrolysis, GDP FP detection;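 active = inhibition above a per-plate limit, mean inhibition of low control wells plus 3 SD, cut at about 25% in these data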;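 note: 0% = DMSO wells with enzyme and 100% = wells lacking Arfgap1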
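material = rat Arfgap1 catalytic domain, aa 1-136 | also added = human ARF1(Δ1-17)-GTP substrate | compound dosing = one concentration, 16.5 µM, DMSO 1.26% | times = GTP hydrolysis reaction 2 h at 25 °C | measured by = FP, GDP Alexa 633 tracer displaced from anti-GDP antibody, 620/688 nm | evaluation = percent inhibition of Arfgap1-stimulated GTP hydrolysis | replication = single well per compound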
DDE Tn7 FP inh: inhibitors of Tn7 peptide binding to fibrin DD(E), primary screen, biochemical, fluorescence polarization, human fibrin, Tn7 probe; Fibrinogen beta chain (Homo sapiens), P02675; FP displacement of FITC-Tn7 peptide from fibrin DD(E); 0% = median of compound wells per plate; inhibition, % at 8.3 µM; 370,000 compounds, 0.13% hits;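 active = inhibition above the mean of compounds falling within the control limits plus 3 SD of them, cut at about 14% in these data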;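 note: 0% = plate median of compound wells and 100% = 10 µM Aha-Tn7 peptide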
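Measure: % inhibition scaled between sample-field median and high-control FP; Test system: human fibrin DD(E); Quantity: 2 µM final DD(E) protein; Doses: one dose, 8.3 µM nominal; Schedule: compound with protein 10 min, then 3 h after probe, room temperature; Detection: fluorescence polarization; Medium: Tris buffer with calcium and detergent, pH 7.8.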
HGIII-sPLA2 inh: human group III sPLA2 inhibitors, primary screen, biochemical, QFRET, BODIPY PC-A2 liposome substrate | Group 3 secretory phospholipase A2 (Homo sapiens), Q9NZ20 | QFRET BODIPY PC-A2 liposome hydrolysis, fluorescence | inhibition, % at 12.2 µM | 370,000 compounds, 0.56% hits | AID 743126, 2013;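 active = inhibition above mean plus 3 SD of compounds lying within the high and low control bounds, cut at about 19% in these data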;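 note: 0% = median of test compound wells and 100% = no enzyme DMSO wells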
* = called active by the depositor; . = not tested or not shown; & = joins results of further samples.

Values run as follows: KLK7 zymogen act	DDE Tn6 FP inh	PLC-gamma1 inh	Rev-erbA mod	PLCb3 inh	ASAP1 inh	UHRF1 binding	ARFGAP1 inhibitor	DDE Tn7 FP inh	HGIII-sPLA2 inh
> CC1=NNC(=O)C1CCC(=O)N/N=C/c1ccc(Cl)cc1 (stereo not drawn)
 : -0.1	-16	0	-1	0	13	3	1	0	5
> CCCn1nc(C(=O)OCC(=O)Nc2cccc(OC)c2)c2ccccc2c1=O
 : -0.3	-2	2	-5	4	0	1	16	-1	-8
> O=C1CCc2cc(S(=O)(=O)N3CCCC3C(=O)N3CCN(c4ccccc4)CC3)ccc2N1 (stereo not drawn)
 : 0.7	4	-2	-1	2	-6	7	-20	-2	7
> O=C(NCCc1ccccc1)OCc1cn(-c2cccc(C(F)(F)F)c2)nn1
 : 0.5	1	0	0	-5	.	-5	.	-5	-4
> CC12CCC(=O)N1C(C(=O)NCc1ccccc1F)CS2 (stereo not drawn)
 : -0.5	6	7	-8	-1	-15	2	-4	-3	13
> CCn1c(=S)sc2c(=O)n(CC(=O)Nc3ccc(C(C)=O)cc3)c(C)nc21
 : -0.1	8	2	-1	0	0	0	-1	-1	-4
> O=c1[nH]c2ccccc2nc1/C=C(\O)C1CC1
 : 0.6	-3	-4	3	-5	7	-2	13	-6	0
> CSc1ccccc1NC(=O)CN(C)CC(=O)c1[nH]c(C)c(C(C)=O)c1C
 : 0.1	-3	-1	-6	1	5	0	-10	3	2
> COc1ccccc1C(=O)CSc1nnc(-c2ccco2)o1
 : 0.3	3	-1	-4	-5	-15	1	6	4	-44
> Cc1ccc(C(=O)NC(C#N)=C(Cl)Cl)cc1
 : -0.2	7	6	-3	-6	0	-1	-7	-3	2
> C#CCn1c(S(=O)(=O)Cc2ccccc2Cl)nc(-c2ccccc2)c1-c1ccccc1
 : 0.6	16*	3	-3	3	1	0	3	-3	0
> COCC(C)NC(=O)c1ccc(CN2CCc3ccccc3C2)cc1 (stereo not drawn)
 : -0.7	5	3	-7	4	8	2	-3	-6	-2
> Cc1ccc(NC(=O)CSc2nc3c(cc2C#N)C(=O)CCC3)cc1S(=O)(=O)N(C)C
 : 1.4	1	0	-3	0	10	1	-9	0	-4
> COc1cccc(OCC(O)CN2CCN(c3ccccc3)CC2)c1 (stereo not drawn)
 : -0.1&0.7	-9&5	4&5	4&4	-5&0	2&8	-1&2	-2&-11	-2&8	2&10
> CC(C)C(=O)Nc1ccc(Cl)cc1-c1nc2ccccc2[nH]c1=O
 : -3.9	-3	-4	9	-11	-14	-3	-14	2	8
> CCn1c(CN2CCN(Cc3ccc(C)cc3)C(CCO)C2)nc2ccccc21 (stereo not drawn)
 : 0.3	5	0	-1	-5	-1	2	0	0	-8
> CCN(CC)CCNC(=O)c1ccc(Sc2ccc(Cl)cc2)c(NC(C)=O)c1
 : 0.4	1	-2	6	-8	-5	-3	0	0	2
> CC(C(=O)Nc1ccc(S(=O)(=O)N2CCCC2)cc1)N1CCc2ccccc2C1 (stereo not drawn)
 : -0.4	3	0	2	-7	-3	0	0	4	-9
> CC(=O)N(C(C)=O)n1c(/C=C/c2ccc([N+](=O)[O-])cc2)nc2ccccc2c1=O
 : 0.2	2	1	1	-7	-7	0	10	3	7
> COc1ccccc1OCCC(=O)NCc1ccc2c(c1)OCO2
 : -0.1	-9	4	-4	-5	-13	0	-2	4	3
> COC(=O)c1ccccc1NC(=O)CSc1ncn[nH]1
 : 0.5	4	1	1	-8	-13	1	-3	-11	-4
> COC(=O)c1ccc2nc(-c3ccc(C#N)cc3)c(Cc3cccc(Cl)c3)n2c1
 : -4.1	-2	-27	-1	-46	-8	21*	2	-4	-5
> Cn1c(SCC(=O)Nc2ccc3cn[nH]c3c2)nnc1-c1cccs1
 : -0.8	-5	3	-7	-2	-6	5	6	1	9
> CC(C1CC1)N(Cc1ccccc1)C(=O)NC(=O)c1ccc(F)cc1 (stereo not drawn)
 : -0.3	2	4	1	-2	5	2	-2	2	2
> OCC(O)[C@@H](O[C@H]1O[C@H](CO)[C@@H](O)[C@H](O)[C@H]1O)[C@H](O)[C@@H](O)CO (stereo partly drawn)
 : -0.2	1	1	-6	5	3	-1	6	-2	-3
> COc1ccccc1C(=O)NC(=O)COC(=O)Cc1ccc(F)cc1
 : -0.4	9	-2	-1	-9	6	0	2	4	9
> CCN1CCc2c(C#N)c(N3CCCCC3)nc(N3CCOCC3)c2C1
 : 7.7	2	-113	4	-145	0	0	-5	5	-4
> CCCN(C(=O)c1cccc(-n2cccc2)c1)c1c(N)n(Cc2ccccc2)c(=O)[nH]c1=O
 : -0.9	-5	0	-26	-8	13	26*	11	-1	-8
> CCCOc1cccc(C2C(C(=O)c3ccc(C)o3)=C(O)C(=O)N2CCN2CCOCC2)c1 (stereo not drawn)
 : -0.3	7	-5	2	-14	-7	0	-2	1	1
> Cc1ccc(NC(=O)CN2CCC(Cc3ccccc3)CC2)cc1S(=O)(=O)N(C)C
 : -0.2	3	-2	-3	0	9	1	-2	7	-20
> COc1ccc(/C=N/NC(=O)c2ccn[nH]2)cc1COc1ccc(F)cc1
 : -0.2	-12	0	3	0	-9	-2	-9	-7	-6
> O=C(O)c1ccccc1-c1ccccc1C(=O)NCc1cccc(C(F)(F)F)c1
 : -0.2	-6	-2	-1	2	17	8	0	-2	1
> Fc1cccc(Cn2cc(C(=S)N3CCCCC3)c3ccccc32)c1
 : 0.2	-1	0	6	3	-1	-1	-3	0	7
> CCOc1ccc(N2C(=O)/C(=C\c3ccccc3OC)S(=O)(=O)C2c2cccc([N+](=O)[O-])c2)cc1 (stereo not drawn)
 : -0.3	7	3	-3	4	10	-3	11	0	-23
> CC(NC(=O)CN(C)CC(=O)Nc1ccccc1Br)c1ccccc1 (stereo not drawn)
 : -0.4	3	-2	-8	-5	20	0	-2	0	3
> COc1ccc(C(=O)Nc2ncc(C)s2)cc1S(=O)(=O)N1CCCC1
 : 0.4	3	-2	0	-1	-8	2	-8	9	-2
> Cc1c(NS(=O)(=O)c2cccc(C(=O)N3CCCC3)c2)c(=O)n(-c2ccccc2)n1C
 : -0.3	-3	1	-6	-5	-12	-2	3	3	3
> COC(=O)CNS(=O)(=O)c1ccc(C)cc1
 : -0.7	10	0	-2	-2	1	-1	5	3	7
> O=[N+]([O-])c1ccc(/C=N/NC(=S)Nc2ccccc2F)o1
 : -0.6	-5	-2	-2	-6	6	1	-1	5	15
> O=[N+]([O-])c1ccc(N2CCC(O)CC2)nc1
 : -0.3	-6	1	7	2	6	3	4	4	9
> COc1cc(OC)cc(C(=O)N[C@H](C(=O)NC2=NCCS2)C(C)C)c1
 : -0.7	3	-2	11	-5	-6	0	12	6	6
> O=C(Nc1ccc(N2CCCC2)cc1)c1ccc(Br)cc1
 : -0.7	-9	-8	7	-10	-3	2	22	3	15
> Cc1cccc(OCC(=O)NC(=S)NNC(=O)c2ccncc2)c1
 : -0.2	4	-5	-9	-10	9	-1	-6	-2	1
> O=C(NCc1ccc(F)cc1)c1c(O)c2cccc3c2n(c1=O)CCC3
 : 0.2	-1	1	37*	2	-3	-2	3	2	7
> CC(=O)Nc1cc2ccccc2oc1=O
 : -1.0	-4	-1	-2	0	11	-3	13	-5	2
> CCc1nnc(NC(=O)c2cc(-c3cccnc3)nc3ccccc23)s1
 : -0.4	-1	-4	1	-1	1	0	4	2	-3
> C=CCNc1nc(C)nc(OC)n1
 : -0.1	-11	-2	0	1	2	4	4	-3	6
> Cc1nc2cc(NC(=O)Nc3cccc(F)c3)ccc2n1C
 : 0.6	0	-1	-9	-3	-4	-4	9	2	-4
> COCCCNC(=S)Nc1ccc(OC(F)F)cc1C
 : 0.2	2	2	2	3	18	-1	11	-1	10
> Cc1cc2ccccn2c1C(C[N+](=O)[O-])c1ccc(N(C)C)cc1 (stereo not drawn)
 : -1.6	-5	-18	1	-28	9	-2	10	1	5
> CC(C)(C)NC(=O)CCCCCCCC(=O)NC(C)(C)C
 : -0.7	-2	13*	1	11*	0	2	-1	-7	6
> CCOc1ccc2c(c1)C(=O)C(=O)N2CC1COc2ccccc2O1 (stereo not drawn)
 : -0.3	-1	-1	0	-4	-4	-1	-2	5	9
> CC(c1ccccc1)N1CC(C(=O)NC2CCCC2)CC1=O (stereo not drawn)
 : 0.0	1	3	2	2	3	-3	-2	0	-1
> CCN(CC)C(=O)Cn1cc(C(=O)C(=O)N(CC)C2CCCCC2)c2ccccc21
 : 0.8	1	0	3	-4	-7	0	7	-4	-2
> CC(=O)Nc1ccc(C(=O)N2CCOCC2c2cc(C(=O)NCc3ccccc3)no2)cc1 (stereo not drawn)
 : -0.6	-3	3	-1	2	1	0	24	1	-7
> CN(C)c1ccc(/C=N/n2cnn(Cc3ccccc3Cl)c2=S)cc1
 : -0.6	1	2	2	1	4	3	-2	-5	-4
> CC(=O)Nc1cccc(Oc2ncnc3scc(-c4ccc(C)cc4)c23)c1
 : 0.0	-7	-2	-1	1	2	2	10	-4	-32
> CCOC(=O)c1ccc(S(=O)(=O)NCC(C)(C)N2CCOCC2)cc1
 : 0.9	-7	2	0	5	-6	0	8	-1	2
> CC(C(=O)Nc1nnc(C2CC2)s1)N1C(=O)C2CC=CCC2C1=O (stereo not drawn)
 : -0.2	-6	-2	-1	-6	12	2	-13	-1	2
> C[C@H](CO)N1C[C@H](C)[C@@H](CN(C)S(C)(=O)=O)Oc2ccc(NC(=O)CCC(F)(F)F)cc2C1=O
 : -0.2	-2	9	2	6	3	2	-10	-3	2
